From PubChem BioAssay
ABHD5 PLIN5 PPI – blocks binding of human ABHD5 to perilipin-5 | Q00G26+Q8WTS1 | Split G. princeps luciferase complementation, luminescence, 4 h | inhibition, % at 4 µM | hit rate 0.78% among 360,000;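 active = inhibition above the mean inhibition across every tested compound plus 3 SD, cut at about 22% in these data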;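 note: 0% = DMSO only wells and the 100% control is not disclosed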
Target sequence (Q00G26 whole entry, looked up): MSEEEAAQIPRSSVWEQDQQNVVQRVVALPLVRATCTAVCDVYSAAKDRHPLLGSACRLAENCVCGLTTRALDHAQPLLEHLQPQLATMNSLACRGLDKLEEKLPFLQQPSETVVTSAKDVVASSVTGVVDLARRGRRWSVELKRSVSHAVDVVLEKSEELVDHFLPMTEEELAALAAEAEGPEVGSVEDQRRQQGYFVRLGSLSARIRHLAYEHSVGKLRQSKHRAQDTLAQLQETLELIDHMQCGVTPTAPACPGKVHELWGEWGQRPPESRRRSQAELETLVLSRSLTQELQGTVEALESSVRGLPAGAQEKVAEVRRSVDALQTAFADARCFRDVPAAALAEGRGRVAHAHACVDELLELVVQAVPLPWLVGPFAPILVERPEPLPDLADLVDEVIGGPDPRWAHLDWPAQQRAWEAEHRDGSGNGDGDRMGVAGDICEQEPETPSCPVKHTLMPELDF
Target sequence (Q8WTS1 whole entry, looked up): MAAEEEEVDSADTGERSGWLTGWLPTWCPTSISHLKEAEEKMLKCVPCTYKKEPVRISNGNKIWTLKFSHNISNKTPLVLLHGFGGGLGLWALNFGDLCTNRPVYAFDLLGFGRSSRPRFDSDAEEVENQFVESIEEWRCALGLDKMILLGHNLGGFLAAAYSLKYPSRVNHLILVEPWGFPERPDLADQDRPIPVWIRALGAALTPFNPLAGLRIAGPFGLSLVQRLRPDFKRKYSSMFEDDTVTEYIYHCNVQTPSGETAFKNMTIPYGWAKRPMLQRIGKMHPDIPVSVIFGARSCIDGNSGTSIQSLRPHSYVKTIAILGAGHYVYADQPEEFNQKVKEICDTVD
H9c2 protect – protects H9c2 cardiomyocytes from peroxide injury | H2O2 injury protection, ATPLite, 2 h | protection from H2O2 cell death, % at 20 µM | hit rate 0.63% among 360,000;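 active = compounds giving at least 50% protection of heart cells from peroxide-induced death in the single-dose screen, raw or plate-pattern-corrected value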;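 note: 0% = DMSO wells with peroxide and 100% = DMSO wells without peroxide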
HTR2A ag – mouse HTR2A agonism via beta-arrestin recruitment. P35363. CHO-K1 mHTR2A beta-arrestin complementation, luminescence; percent of 30 µM serotonin response. activation, % at 7.6 µM. hit rate 0.66% among 360,000;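 active = activation above a run cutoff, the mean activation of all tested compounds plus 3 SD, cut at about 14% in these data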;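 note: 0% = plate median of compound wells and 100% = 30 µM serotonin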
MC4R barr agon – activates human MC4R beta-arrestin recruitment; hit rate 0.98% among 360,000; activation, % at 8.9 µM; U2OS MC4R beta-arrestin complementation, luminescence; percent of melanotan II response, DMSO zero; P32245;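 active = activation above a per-plate cutoff, the mean activation of sample wells on that plate plus 3 SD, cut at about 8% in these data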
TLR9-MyD88 block – inhibitors of human TLR9-MyD88 binding. Q9NR96+Q99836. CHO BLA complementation TLR9-MyD88, CCF4 FRET ratio. inhibition, % at 4.98 µM. hit rate 0.21% among 340,000. AID 504734;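 active = inhibition above the mean over all tested compounds plus 3 SD, cut at about 21% in these data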;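 note: 0% = DMSO only wells and 100% = clavulanate BLA inhibitor control wells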
MC4R antag cAMP – human MC4R antagonism in cAMP assay | P32245 | MC4R-expressing cells, MTII-stimulated cAMP, LANCE TR-FRET | inhibition, % at 6.5 µM | hit rate 0.48% among 360,000;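 active = inhibition above its plate's cutoff, the mean of tested wells on that plate plus 3 SD, cut at about 29% in these data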;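 note: 0% = Melanotan II alone and 100% = Melanotan II plus saturating MCL0020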
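Material – human MC4R-expressing U2OS cells · Repeats – no replicates · Detection – TR-FRET with Eu-cAMP and labeled anti-cAMP, 671 nm · Times – compound 30 min, challenge 1 h, detection 1 h · Compound – single nominal compound dose of 6.5 µM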
ABCB6 inh MLPCN – human ABCB6 transporter inhibition; K562-ABCB6 porphyrin accumulation, flow cytometry, 1 h; hits give low values; fluorescence ratio to DMSO, % at 10 µM; hit rate 0.19% among 360,000;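 active = fluorescence ratio to DMSO below 75%, the collection mean minus 3 SD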;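 note: signal is porphyrin accumulated inside mitochondria; 100% equals median channel fluorescence of DMSO control wells; lower ratio means ABCB6 inhibition with less porphyrin fluorescence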
NOD2 RIPK2 PPI – inhibitors of human NOD2-RIPK2 interaction. hit rate 0.38% among 360,000. O43353. CHO BLA complementation NOD2-RIPK2, CCF4 ratio. inhibition, % at 4.98 µM. AID 624267; in the data active = inhibition above about 21%;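 note: 0% = vehicle only and 100% = reference blocker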
N-glyco inh – blocks N-linked glycosylation in D54 reporter cells; D54 ERlucT glycosylation luciferase reporter, 24 h; percent of 100 nM tunicamycin response; reporter increase, % at 12.5 µM; hit rate 0.23% among 360,000; AID 588692;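 active = mean luciferase reporter signal, scaled so untreated is 0 and the glycosylation-blocking control 100, at or above a set limit in every replicate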;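 note: luciferase carries N-glycosylation sites so blocking glycosylation raises the light; 0% = median of neutral control wells and 100% = median of 100 nM tunicamycin wells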
NCOA2 inhibitor – inhibits human steroid receptor coactivator 2 | Q15596 | HEK293 GAL4-SRC2 luciferase reporter, luminescence | inhibition, % at 9 µM | hit rate 0.17% among 370,000 | AID 651957;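 active = inhibition above the mean inhibition of all tested compounds plus 3 SD, set per campaign, cut at about 52% in these data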;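 note: 0% = DMSO treated cells and 100% = cells given Gossypol at 36 µM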
* = called active by the depositor; . = not tested or not shown.

SMILES	ABHD5 PLIN5 PPI	H9c2 protect	HTR2A ag	MC4R barr agon	TLR9-MyD88 block	MC4R antag cAMP	ABCB6 inh MLPCN	NOD2 RIPK2 PPI	N-glyco inh	NCOA2 inhibitor
CC(C)CN(C(=O)CN1CCN(c2ccc([N+](=O)[O-])cc2)CC1)c1c(N)n(CC(C)C)c(=O)[nH]c1=O	-9	5	6	-1.3	-1	3	96	-6	-1	-45
Cc1cc(C)cc(-n2ncc3c2CCCC3NC(=O)c2ccccc2)c1 (stereo not given)	5	-10	2	0.0	-10	6	94	-2	-1	0
COc1cc(NC(=O)Cc2c(C(=O)O)[nH]c3ccccc23)cc(OC)c1OC	0	1	0	-0.8	2	-2	99	0	0	-17
Cc1cc(C(=O)COC(=O)C2=NN(c3ccccc3)C(=O)CC2)c(C)n1CC(F)(F)F	7	-10	5	1.9	-9	30*	96	-1	-1	27
OC(COc1ccc2cc(Br)ccc2c1)CN1CCOCC1 (stereo not given)	6	6	-1	-1.6	9	4	87	6	1	-9
N#Cc1c(N)n[nH]c1-c1cc2c([nH]1)CCCC2	-1	-2	-2	-1.7	3	-1	97	-7	-5	-76
COc1cc(CC(=O)N2CCN(S(=O)(=O)c3ccc(C)cc3)CC2)cc(OC)c1OC	1	3	6	-0.9	-13	5	97	-3	-1	-9
Cc1ccc(C2C(C(=O)O)c3ccccc3C(=O)N2C)c(C)c1 (stereo not given)	-2	-1	-1	-1.9	-3	2	97	0	0	-8
CCCc1cc(=O)[nH]c(SCC(=O)Nc2ccc(C)c(S(=O)(=O)N3CCCCC3)c2)n1	-8	-4	0	-2.5	3	1	91	-8	-1	13
CC1=C/C(=C\C=C(C#N)C#N)N(C)c2ccccc21	7	4	-7	-1.1	5	-23	127	-4	1	-16
COCC(C)NC(=O)C1CC(=O)N(CCc2ccc(F)cc2)C1 (stereo not given)	6	-4	0	-1.9	-12	9	104	-4	2	3
O=C(N/N=C/c1ccccc1OCC(=O)N1CCCC1)C(=O)Nc1ccccc1F	2	5	-1	-1.9	5	9	98	-2	-1	-26
Cc1noc(C)c1CSCC(=O)OCc1nnc(-c2ccc([N+](=O)[O-])cc2)o1	5	-6	4	0.7	-4	3	101	-3	-1	-4
CC(C)=C(NC(=O)c1ccccc1)C(=O)N/N=C(\C)c1ccccc1O	0	12	2	-2.1	15	-4	99	1	0	3
O=C(OCC(=O)c1ccc(Cl)cc1Cl)c1ccc2c(c1)C(=O)N(c1cccc3ncccc13)C2=O	5	-3	0	-1.6	8	-4	102	-4	-1	5
O=C(Cn1nnc(-c2ccccc2)n1)N/N=C/c1cccc([N+](=O)[O-])c1O	4	35	3	0.3	.	7	105	5	0	-24
COc1ccc(NC(=S)NCCCN2CCCC2)cc1	-3	-2	-8	-0.4	-6	11	108	-11	-3	11
Cc1ccc(SCC(=O)NC2CCS(=O)(=O)C2)cc1C (stereo not given)	6	-2	6	0.0	-5	12	98	9	-2	21
O=C(Nc1nnc(C2=COCCO2)o1)c1ccc(Br)cc1	11	19	-8	-4.4	3	0	89	5	2	-20
CN(Cc1ccccc1)C(=O)c1cccc(C(=O)N(C)Cc2ccccc2)c1	-6	5	0	-0.9	-10	8	98	-7	-1	10
CCO[C@@H]1OC(C(=O)NC2CC2)=C[C@H](c2ccc3c(c2)OCO3)[C@H]1CCCO	0	1	2	-1.3	2	5	95	-14	2	-3
Cc1cc2nc(C3CCN(Cc4nnnn4Cc4ccccc4)CC3)[nH]c2cc1C	4	0	-5	-1.0	-1	4	102	7	1	18
Cc1csc(NC(=O)CSc2nnc(Cn3c(=O)sc4ccccc43)n2-c2ccccc2)n1	0	5	4	1.4	7	2	94	-9	-9	1
O=C(CNCCO)N1N=C(c2cccs2)CC1c1cccs1 (stereo not given)	2	7	2	-2.4	2	12	103	-8	0	7
O=C1N(c2cccc(Cl)c2)C(c2ccc(Cl)cc2)N2CCCN12 (stereo not given)	-1	2	-1	0.1	-1	19	96	-1	-1	10
O=C(NCCN1C(=O)S/C(=C\c2cccs2)C1=O)c1ccco1	0	0	1	-0.2	5	12	101	-1	2	-14
O=C(CSc1ccccc1)N1CCN(c2ccccc2)CC1	-4	6	-1	-1.8	8	0	89	-2	-2	-53
Cc1c(Br)c(C(F)(F)F)nn1CC(=O)NCc1ccco1	-3	6	-5	0.2	-12	3	98	-9	-1	-4
CCCCNC(=O)c1nc(C2CCNCC2)oc1-c1ccccc1	-1	.	-3	.	.	.	.	-5	.	-6
COc1ccc(NC(=O)Cn2c(=O)sc3ccccc32)cc1	-1	12	-3	1.1	2	3	97	-1	0	-4
CC(C)CC1C(=O)N(Cc2cn(CCC3OCCO3)nn2)CCS(=O)(=O)N1Cc1ccc(-c2ccc(F)nc2)cc1 (stereo not given)	-5	15	13	-0.3	-11	5	99	2	2	16
Cc1ccc2[nH]c(=O)c(CN(CC3CCCO3)C(=S)NCc3ccco3)cc2c1 (stereo not given)	-4	-3	-2	-1.9	4	6	115	5	1	-19
COc1cc(SC)ccc1C(=O)N1CCCc2ccccc21	0	-1	-2	-0.5	-4	4	97	-1	-4	-8
COc1ccc(-n2cnnc2SCC(=O)NC2CCS(=O)(=O)C2)cc1 (stereo not given)	1	-1	3	-2.0	9	8	100	-6	1	-21
C[C@H](CO)N1C[C@H](C)[C@@H](CN(C)C(=O)Nc2ccc(F)cc2)OCc2cnnn2CCCC1=O	8	-2	6	0.6	-8	4	100	-3	1	18
O=C(NC1=NCCS1)c1ccc(C(F)(F)F)cc1	-4	1	-9	-1.8	8	-1	91	-4	-2	-47
OC[C@H]1O[C@H](OC[C@H]2OC(O)[C@H](O)[C@@H](O)[C@@H]2O)[C@H](O)[C@@H](O)[C@@H]1O (stereo not given in full)	4	6	-2	1.0	-6	8	98	-19	0	-3
O=C(NC(=O)c1cccc(OC(F)(F)C(F)F)c1)OC1CCS(=O)(=O)C1 (stereo not given)	4	9	-2	-2.3	10	5	99	2	2	8
C[C@@H]1O[C@@H](O[C@@H]2[C@@H](O)[C@H](OCCc3ccc(O)c(O)c3)O[C@H](CO)[C@H]2OC(=O)/C=C/c2ccc(O)c(O)c2)[C@H](O)[C@H](O)[C@H]1O	1	5	6	-1.0	-7	5	100	1	0	-12
Cc1ccc(Nc2nc(-c3ccccc3)c(CC(=O)O)s2)cc1	-43	-7	-5	-2.8	-2	3	109	2	2	-55

Copied from the listing (14 entries):
SMILES	ABHD5 PLIN5 PPI	H9c2 protect	HTR2A ag	MC4R barr agon	TLR9-MyD88 block	MC4R antag cAMP	ABCB6 inh MLPCN	NOD2 RIPK2 PPI	N-glyco inh	NCOA2 inhibitor
O=C(CSc1ccccc1)N1CCN(c2ccccc2)CC1	-4	6	-1	-1.8	8	0	89	-2	-2	-53
Cc1c(Br)c(C(F)(F)F)nn1CC(=O)NCc1ccco1	-3	6	-5	0.2	-12	3	98	-9	-1	-4
CCCCNC(=O)c1nc(C2CCNCC2)oc1-c1ccccc1	-1	.	-3	.	.	.	.	-5	.	-6
COc1ccc(NC(=O)Cn2c(=O)sc3ccccc32)cc1	-1	12	-3	1.1	2	3	97	-1	0	-4
CC(C)CC1C(=O)N(Cc2cn(CCC3OCCO3)nn2)CCS(=O)(=O)N1Cc1ccc(-c2ccc(F)nc2)cc1 (stereo not given)	-5	15	13	-0.3	-11	5	99	2	2	16
Cc1ccc2[nH]c(=O)c(CN(CC3CCCO3)C(=S)NCc3ccco3)cc2c1 (stereo not given)	-4	-3	-2	-1.9	4	6	115	5	1	-19
COc1cc(SC)ccc1C(=O)N1CCCc2ccccc21	0	-1	-2	-0.5	-4	4	97	-1	-4	-8
COc1ccc(-n2cnnc2SCC(=O)NC2CCS(=O)(=O)C2)cc1 (stereo not given)	1	-1	3	-2.0	9	8	100	-6	1	-21
C[C@H](CO)N1C[C@H](C)[C@@H](CN(C)C(=O)Nc2ccc(F)cc2)OCc2cnnn2CCCC1=O	8	-2	6	0.6	-8	4	100	-3	1	18
O=C(NC1=NCCS1)c1ccc(C(F)(F)F)cc1	-4	1	-9	-1.8	8	-1	91	-4	-2	-47
OC[C@H]1O[C@H](OC[C@H]2OC(O)[C@H](O)[C@@H](O)[C@@H]2O)[C@H](O)[C@@H](O)[C@@H]1O (stereo not given in full)	4	6	-2	1.0	-6	8	98	-19	0	-3
O=C(NC(=O)c1cccc(OC(F)(F)C(F)F)c1)OC1CCS(=O)(=O)C1 (stereo not given)	4	9	-2	-2.3	10	5	99	2	2	8
C[C@@H]1O[C@@H](O[C@@H]2[C@@H](O)[C@H](OCCc3ccc(O)c(O)c3)O[C@H](CO)[C@H]2OC(=O)/C=C/c2ccc(O)c(O)c2)[C@H](O)[C@H](O)[C@H]1O	1	5	6	-1.0	-7	5	100	1	0	-12
Cc1ccc(Nc2nc(-c3ccccc3)c(CC(=O)O)s2)cc1	-43	-7	-5	-2.8	-2	3	109	2	2	-55

(list continues)
SMILES	ABHD5 PLIN5 PPI	H9c2 protect	HTR2A ag	MC4R barr agon	TLR9-MyD88 block	MC4R antag cAMP	ABCB6 inh MLPCN	NOD2 RIPK2 PPI	N-glyco inh	NCOA2 inhibitor
CC(Nc1nc(N2CCCC2)nc2ccccc12)c1ccccc1 (stereo not given)	8	2	2	-0.3	4	3	90	-5	2	11
Cn1nc(C(F)(F)F)c2cc(C(=O)N3CCOCC3)sc21	1	7	-2	-2.6	-1	-2	102	-6	1	2
Cc1nnc(SCC(=O)Nc2sccc2C(N)=O)s1	-5	-4	9	-0.7	-2	-2	103	-10	0	-2
CC1CCCCC1NC(=O)COC(=O)COc1ccccc1F (stereo not given)	4	2	1	-2.8	-7	4	99	0	1	5
O=C(c1cnccn1)N1CCN(c2ccccc2F)CC1	1	-3	1	0.8	2	0	89	0	2	-11
CC(C)(C)c1ccc(OCCn2nc(C(=O)O)c3ccccc3c2=O)cc1	-7	1	0	2.1	5	-1	95	5	2	-4
COc1ccc2oc(C(=O)NCC(c3ccco3)N(C)C)c(C)c2c1 (stereo not given)	16	5	-4	0.2	0	0	101	0	-1	-8
O=C(NC1CCCC1)C(C1CC1)n1c(-c2ccccn2)nc2ccccc21 (stereo not given)	8	.	4	.	.	.	.	3	.	14
CCn1c(=O)c(C(=O)NNC(=O)Cc2ccccc2)c(O)c2ccccc21	6	4	-5	-1.1	-6	-1	97	-9	1	-24
CCN(CC)C(=O)CSc1ncnc2c(-c3cccs3)nsc12	1	-20	0	-0.8	2	18	113	-9	1	-13
COC(=O)c1[nH]c2ccccc2c1NC(=O)CN1CCC(C(N)=O)(N2CCCCC2)CC1	6	23	1	-0.3	-2	-4	96	-11	0	-23
CCOC(CNC(=O)CN1C(=O)COc2ccc(S(=O)(=O)N3CCOCC3)cc21)OCC	-16	-3	5	-0.8	-15	1	102	-16	0	-25
CCCCOc1c(Br)cc(/C=C2\N=C(C)OC2=O)cc1OCC	4	3	-1	-0.9	-3	33*	101	-4	1	-5
Nc1nonc1-n1nnc(C(=O)N/N=C\c2cccc(Cl)c2)c1CN1CCOCC1	-10	0	0	-1.1	-1	16	99	-13	5	3

These rows are one share of the data. The share of hits here may be higher or lower than overall.
